# ELG1 genotoxic: qHTS screen for small molecules that induce genotoxicity in human embryonic kidney (HEK293T) cells expressing luciferase-tagged ELG1. HEK293T ELG1-luciferase reporter, luminescence, 16 h. AID 504466, 2011. actives 1.3% (n = 330,000). Potency, µM (top dose mostly 46 µM), inactives show top-dose activity change, positive = activation, usual class: activators; also: potency is read from the fitted curve at half-maximal effect; % of control where 0% means no effect; nearly all actives have a fitted effect of over 60% in size
#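 16 hr compound incubation (37 °C, 5% CO2) of HEK293T cells carrying luciferase-tagged ELG1; luciferase then measured by ONE-Glo luminescence after 30 min at RT.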
# ASM inhibitor: Inhibitors of Secretory Acid Sphingomyelinase (S-ASM): qHTS. Potency, µM (doses to about 57.5 µM), for inactives: at the highest dose activity change, negative = inhibition, actives largely listed as inhibitors. Sphingomyelin phosphodiesterase (Homo sapiens), P17405. actives 0.006% (n = 340,000). placental ASM, HMU-PC fluorogenic substrate, 60 min; also: potency is read from the fitted curve at half-maximal effect
#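 Fluorescence read-out (Ex 386 nm, Em 447 nm) after stopping the reaction at pH 10. Enzyme: ASM from human placenta; substrate HMU-PC0, 9 uM final; 60 min, 37 °C. Compound preincubation 10 min, ambient temperature.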
# Eya2 phos inh: qHTS Assay for Inhibitors of the Phosphatase Activity of Eya2. actives 0.006% (n = 330,000). Potency, µM (series often up to 76.9 µM), without a hit: top-dose activity, negative = inhibition, most hits filed as inhibitors. Protein phosphatase EYA2 (Homo sapiens), O00167. recombinant Eya2, OMFP fluorescence dephosphorylation (OMFP is methylfluorescein phosphate); also: potency is read from the fitted curve at half-maximal effect; % is scaled to controls: 0 for no effect and ±100 for the full control effect
#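 Eya2 protein (added as 0.2 uM solution) was preincubated with compound for 10 min at ambient temperature in 50 mM HEPES pH 7.5, 50 mM NaCl, 5 uM MgCl2, 0.05% BSA, 1 mM DTT. OMFP (added at 50 uM) then reacted 10 min; fluorescence read at 485/525 nm.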
# BRCA1 expr up: qHTS Assay to Identify Small Molecule Activators of BRCA1 Expression; AID 624202, 2012; Potency, µM (titrated, usually from 46.1 µM), inactives show top-dose activation, actives largely listed as activators; MCF7-BRCA1-FFLuc reporter, luminescence, 48 h; response scale: scaled: vehicle 0%, 10 µM genistein 100%; actives 1.1% (n = 380,000); also: potency is read from the fitted curve at half-maximal effect; nearly all actives have a fitted effect of over 80% in size; some results filed as inactive show a strong effect at the top dose
#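 Quantitative HTS in MCF7 cells stably reporting BRCA1 expression via firefly luciferase. Compound treatment lasts 48 h at 37 °C in phenol-red free MEM. Activation is expressed relative to genistein at 10 microM and DMSO.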
# uPA generation: qHTS for Inhibitors of Cell Surface uPA Generation. actives 0.31% (n = 330,000). Potency, µM (series often up to 38.3 µM), without a hit: top-dose activity change, negative = inhibition, most hits filed as inhibitors. cell surface uPA generation assay, qHTS. AID 540303, 2011; active = well fitted inhibition curve with a large enough effect; inconclusive = small, poorly fitted or top-dose-only effect; inactive = no such curve, though single readings can be large or run the other way; tested in mouse RAW 264.7 cells; also: potency is read from the fitted curve at half-maximal effect; % is scaled to controls: 0 for no effect and ±100 for the full control effect; nearly all actives have a fitted effect of over 55% in size
# USP2a block: qHTS Assay for Inhibitors of Ubiquitin-specific Protease USP2a Using CHOP2 as the Reporter. AID 463254, 2010. actives 0.01% (n = 330,000). Ubiquitin carboxyl-terminal hydrolase 2 (Homo sapiens), O75604. Potency, µM (series often up to 38.3 µM), for the others: top-dose activity change, negative = inhibition, usual class: inhibitors. USP2 core, Ub-CHOP2 coupled fluorogenic reporter, 485/531;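 also: potency is read from the fitted curve at half-maximal effect; plate controls were DMSO wells for no effect and full inhibition by NEM control for full effect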
# Target sequence (O75604 whole entry, looked up): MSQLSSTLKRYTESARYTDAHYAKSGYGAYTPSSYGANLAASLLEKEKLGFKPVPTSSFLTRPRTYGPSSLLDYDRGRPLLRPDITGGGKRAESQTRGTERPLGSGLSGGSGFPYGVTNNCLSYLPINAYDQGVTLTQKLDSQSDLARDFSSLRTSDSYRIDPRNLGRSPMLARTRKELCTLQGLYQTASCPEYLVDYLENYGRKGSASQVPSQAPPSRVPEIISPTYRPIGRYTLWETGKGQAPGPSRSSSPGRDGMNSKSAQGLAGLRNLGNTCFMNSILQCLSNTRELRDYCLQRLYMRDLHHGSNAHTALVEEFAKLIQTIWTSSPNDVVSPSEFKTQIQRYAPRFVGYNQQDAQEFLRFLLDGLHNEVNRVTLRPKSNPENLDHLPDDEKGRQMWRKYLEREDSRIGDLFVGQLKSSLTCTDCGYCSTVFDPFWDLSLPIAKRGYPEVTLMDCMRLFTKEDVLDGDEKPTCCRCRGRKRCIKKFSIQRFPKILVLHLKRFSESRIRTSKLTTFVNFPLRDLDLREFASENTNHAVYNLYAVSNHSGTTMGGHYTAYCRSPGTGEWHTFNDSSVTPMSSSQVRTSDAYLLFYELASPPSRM
#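 USP2 core (10nM final) preincubated 30min RT with compound in 20mM Tris-HCl pH 8.0, 2mM CaCl2, 2mM beta-mercaptoethanol, 0.05% CHAPS; 25nM Ub-CHOP2 plus 25nM reporter substrate added, fluorescence (Ex485/Em531) read after 60min.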
# PTAP TSG101 blk: qHTS Assay for Iinhibitors of HIV-1 Budding by Blocking the Interaction of PTAP/TSG101; Tumor susceptibility gene 101 protein (Homo sapiens), Q99816; Fluorescence polarization, FITC-PTAP peptide / Tsg101 binding; Potency, µM (highest dose often 115 µM), for the others: at the top dose activity change, negative = inhibition, hits mostly inhibitors; 340,000 tested, under 10 active; AID 493005, 2010; active = well fitted inhibition curve with a large enough effect in the main read-out, with a control signal flat, not every such curve was filed as active; inconclusive = small, poorly fitted or top-dose-only effect, or effect the other way, or a change in a side signal; inactive = no such curve, though single readings can be large or run the other way; also: potency is read from the fitted curve at half-maximal effect; % of control where 0% means no effect
#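 Fluorescence anisotropy tracks displacement of a FITC-tagged PTAP peptide (50 nM) from the Tsg101 binding domain (10 uM), following a 20 min room-temperature incubation at pH 7.5.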
# a7 integrin act: qHTS for Activators of Integrin-Mediated Alleviation for Muscular Dystrophy. Potency, µM (highest dose often 38.3 µM), without a hit: top-dose activation, hits mostly activators. AID 624291, 2012. actives 0.064% (n = 350,000). alpha7betagal myoblasts, beta-gal FDG fluorescence, 48 h;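 also: potency is read from the fitted curve at half-maximal effect; 100% = response of the positive control SU9516; nearly all actives have a fitted effect of over 60% in size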
#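 alpha7betagal+/- myoblasts (passage 13, 250/well) treated 48 h at 37C with compounds at 1:260 dilution of DMSO stock. Lysed, then beta-galactosidase activity read as FDG fluorescence (ex 480/em 540) after 30 min, with pre-read for autofluorescence.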
# B2AR arrestin: qHTS assay of beta-arrestin-biased ligands of beta2-adrenergic receptor | Potency, µM (titrated, usually from 46.1 µM), inactives show at the highest dose activation, usual class: activators | beta-arrestin recruitment to beta2AR, cell-based reporter | Beta-2 adrenergic receptor (Homo sapiens), P07550 | AID 492947, 2010 | actives 0.02% (n = 330,000);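 also: potency is read from the fitted curve at half-maximal effect; 0% = DMSO controls and full agonism = EC100 isoproterenol or metaproterenol; nearly all actives have a fitted effect of over 65% in size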
# Target sequence (P07550 whole entry, looked up): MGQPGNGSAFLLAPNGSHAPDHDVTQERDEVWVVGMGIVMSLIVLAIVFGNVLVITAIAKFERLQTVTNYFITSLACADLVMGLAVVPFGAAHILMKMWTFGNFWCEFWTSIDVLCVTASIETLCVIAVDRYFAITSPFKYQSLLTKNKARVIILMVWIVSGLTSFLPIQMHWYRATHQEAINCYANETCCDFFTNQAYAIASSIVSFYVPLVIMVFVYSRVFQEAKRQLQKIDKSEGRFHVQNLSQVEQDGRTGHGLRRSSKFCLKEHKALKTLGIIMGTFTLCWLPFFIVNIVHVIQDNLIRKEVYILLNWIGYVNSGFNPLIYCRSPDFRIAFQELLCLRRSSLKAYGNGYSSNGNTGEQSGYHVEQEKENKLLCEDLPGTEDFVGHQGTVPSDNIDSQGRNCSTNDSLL
# p53 reactivation: qHTS assay for re-activators of p53 using a Luc reporter; H1299 p53-A138V BP100-luciferase reporter, luminescence, 24 h; Potency, µM (doses to about 92.2 µM), without a hit: at the highest dose activity change, positive = activation, hits mostly activators; actives 0.063% (n = 320,000); AID 504706, 2011; also: potency is read from the fitted curve at half-maximal effect; % of control where 0% means no effect; nearly all actives have a fitted effect of over 45% in size
#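 p53-null H1299 cells stably carrying temperature-sensitive p53-A138V and a BP100-luciferase reporter were pinned with compounds (4-point, 1:5 series) and held 24 hrs at 37 deg C. Luminescence was read 10 min after detection reagent.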
# TRPV1 agonist: HTS Assay for Compounds that Act as Agonists of the Vanilloid Receptor 1; activation, % at 8.33 µM; actives 0.19% (n = 320,000); Transient receptor potential cation channel subfamily V member 1 (Homo sapiens), Q8NER1; AID 540275, 2011; TRPV1-expressing cells, Fluo-8 calcium influx, agonist mode; in the data active = activation above about 80%; inconclusive = between about 30% and that limit; also: 0% is about no effect
#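 Fluo-8 calcium influx in TRPV1-expressing cells, kinetic read (ex 480/em 520 nm). Compound added and read 3 min for agonist activity, followed by capsaicin at EC20 final and 2 min further read for enhancement.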
# Numbers without * were called inactive; u = inconclusive; x = not tested or not shown; & = joins results of further samples; [ ] = dose if it differs, or a comment. Unless noted, calls follow the shape of the dose curve; as a rule, active = well fitted curve in the direction sought with a large enough effect; inconclusive = small, poorly fitted or top-dose-only effect, or another doubt; inactive = no such curve, though single readings can be large; an effect the other way counts as inactive or inconclusive.
Compound	ELG1 genotoxic	ASM inhibitor	Eya2 phos inh	BRCA1 expr up	uPA generation	USP2a block	PTAP TSG101 blk	a7 integrin act	B2AR arrestin	p53 reactivation	TRPV1 agonist
CCOC(=O)C1CCCN(Cc2nc(N)nc(Nc3ccccc3OC)n2)C1 (stereo not drawn)	-1%	-8%	-1%	-15%	u	2%	-5%	13%	0.4%	11%	-2
CCOC(=O)N1CCN(S(=O)(=O)N2CCCC(C(=O)NCc3ccccc3Cl)C2)CC1 (stereo not drawn)	-1%	-1%	6%	-14%	-1%	1%	0%	-3%	0.5%	-7%	0
CCOC(=O)C(=O)N1CCN(c2cc3c(cc2[N+](=O)[O-])n(C)c(=O)n3C)CC1	-4%	-1%	-25%	-18%	0%	10%	1%	-10%	0.1%	1%	-3
CCc1nc2cccnc2n1-c1ccc(CC(=O)NC(C)CC)cc1 (stereo not drawn)	-1%	4%	-2%	0%	4%	3%	-7%	21%	-0.6%	2%	1
CC1CCCC(C)N1C(=O)COC(=O)c1cc(=O)[nH]c2ccccc12 (stereo not drawn)	0%	19%	-8%	-16%	-1%	-5%	-3%	-1%	-0.2%	u	x
CCc1ccccc1NC(=O)CN1CCN(CC(=O)Nc2cc(C)ccc2OC)CC1	-12%	2%	5%	-19%	2%	1%	-9%	u	-0.9%	4%	0
COc1ccc(C(=O)c2sc(Nc3ccccc3)nc2N)cc1OC	-6%	-2%	-10%	-73%	12%	3%	-2%	4%	0.0%	12%	2
C=C(C)c1cccc(C(C)(C)NC(=O)Nc2ccc(Cl)cn2)c1	-3%	-8%	-11%	-46%	6%	-3%	-5%	-4%	2.7%	10%	24
O=C(COc1cccc(-n2cnnn2)c1)Nc1ccccc1	0%	1%	0%	-1%	1%	-1%	-6%	38%	0.3%	-10%	-3
CC(C)c1ccc(OCC(O)CN2CCN(c3ccccn3)CC2)cc1 (stereo not drawn)	0%	1%	5%	2%	1%	3%	-3%	29%	-0.1%	x	0
O=C(CCNC(=O)c1ccccc1Cl)Nc1cc(C(F)(F)F)ccc1N1CCCC1	-13%	0%	2%	-27%	-10%	2%	-1%	-2%	-0.9%	-21%	12
COc1ccc(CCNC(=O)CNCC2CCCO2)cc1OC (stereo not drawn)	-9%	4%	-3%	0%	-7%	-7%	3%	-2%	-0.9%	-3%	0
Cc1ccc(C2(C)NC(=O)N(CC(=O)Nc3ccc4[nH]c(=O)[nH]c4c3)C2=O)cc1 (stereo not drawn)	5%	-2%	12%	-9%	7%	2%	-6%	40%	-0.3%	7%	3
CC(=O)C1=C(O)C(=O)N(c2ccc(C(=O)O)cc2)C1c1ccc([N+](=O)[O-])cc1 (stereo not drawn)	-2%	-3%	-3%	8%	9%	0%	-6%	-3%	-0.5%	-1%	2
COc1ccc(-n2c(-c3ccco3)nc3c(cnn3-c3ccccc3C)c2=O)cc1	1%	-2%	0%	-1%&5%	0%	9%	-2%	0%	2.3%	-1%	11
Cc1ccc(C(C(=O)NC2CCCCC2)N(C(=O)c2csnn2)C2CC2)o1 (stereo not drawn)	0%	4%	-17%	4%	2%	2%	-4%	-13%	0.2%	-6%	u
Cc1[nH]n(-c2ccc(C(=O)O)cc2)c(=O)c1CCO	2%	5%	3%	-4%	6%	1%	1%	4%	0.1%	2%	-1
O=C(COc1ccc(-c2nnco2)cc1)Nc1ccc(F)c(Cl)c1	1%	-2%	0%	-16%	1%	3%	-4%	10%	0.1%	-5%	x
Cc1cc(CN(C)C(=O)c2ccc3nc(Cc4ccccc4F)oc3c2)on1	-3%	40%	-4%	u	-6%	3%	-4%	-10%	-0.4%	0%	6
C=CCn1c(C(CCCC)CC(O)COCCC)n[nH]c1=S (stereo not drawn)	-2%	4%	-10%	1%	7%	-1%	-2%	23%	0.0%	-1%	5
O=C(c1ccc2c(c1)OCO2)N(c1ccccc1)C1C=CS(=O)(=O)C1 (stereo not drawn)	-3%	4%	8%	-6%	-2%	2%	-5%	-5%	-0.3%	0%	3
CNC(=O)c1ccc(NC(=O)C2CCN(c3ncnc4sc(C)c(C)c34)CC2)cc1	-21%	-10%	1%	-18%	-9%	0%	0%	4%	5.7%	-3%	u
O=c1c2cnn(-c3ccccc3)c2ncn1Cc1ccco1	4%	1%	10%	16%	-5%	2%	-4%	9%	-0.2%	5%	10
Cc1cc(C)c(S(=O)(=O)N2CCCC(C(=O)NCCC3=CCCCC3)C2)c(C)c1 (stereo not drawn)	-21%	-2%	-1%	-35%	x	-1%	-5%	-1%	-0.5%	13%	15
O=S(=O)(NC1CCCCC1NCc1ccco1)c1ccc(Cl)cc1 (stereo not drawn)	-3%	5%	-11%	-22%	5%	-1%	-5%	23%	-1.5%	-1%	15
CN1CCN(S(=O)(=O)c2cccc(C(=O)N3CCc4ccccc43)c2)CC1	-1%	1%	-17%	8%	2%	4%	-2%	17%	-0.1%	-4%	2
CN(C)CCN1C(=O)C(O)=C(C(=O)c2cc3ccccc3o2)C1c1ccc(N(C)C)cc1 (stereo not drawn)	5%	0%	1%	13%	-17%	3%	-2%	28%	0.2%	-5%	16
NCCCCCc1nnc(SCC(=O)c2ccc(Cl)cc2)o1	0%	-3%	7%	2%	2%	-1%	-4%	-28%	-1.1%	5%	1
S=c1[nH]nc(CCc2nc3ccccc3[nH]2)n1-c1cccc(Cl)c1	-3%	3%	-1%	-10%	0%	1%	0%	-4%	0.2%	-1%	-4
CN1CCN(C(=O)c2ccc3c(Cl)c4c(nc3c2)CCCC4)CC1	12%	-2%	8%	1%	u	-1%	-4%	-11%	0.0%	u	-1
COc1ccc(Nc2nnc(-c3ccc(C)cc3)c3ccccc23)cc1C(=O)N1CCCCC1	-11%	-10%	-13%	-40%	-5%	-1%	-7%	-18%	-1.0%	-1%	0
CCC(=O)N/C=C/n1cnc2cc(C(F)(F)F)ccc21	2%	-5%	6%	-45%	-3%	4%	-6%	-2%	-0.1%	-3%	u
CCn1c2ccccc2c2cc(NC(=O)COC(=O)c3cc(OC)c(OC)cc3OC)ccc21	-4%	x	-15%	-18%	-4%	2%	-2%	-20%	-0.4%	-23%	-1
Cc1ccc(C(=O)NCC(=O)OC(C)C(=O)Nc2ccc(N(C)C)cc2)cc1C (stereo not drawn)	5%	2%	-18%	18%	-1%	-1%	0%	1%	-0.1%	0%	1
CC(=O)c1cccc(-n2c(CCC(=O)O)ccc2-c2ccccc2)c1	0%	3%	2%	-26%	-11%	-3%	1%	-35%	0.0%	3%	5
CCc1nnc(NC(=O)c2cc(S(=O)(=O)N3CCN(CC)CC3)ccc2Cl)s1	x	7%	x	2%	-8%	x	-1%	28%	x	x	x
O=C(Nc1ccn(Cc2ccccc2)n1)c1cccc(Cn2cc([N+](=O)[O-])cn2)c1	-7%	3%	-5%	18%	4%	0%	-3%	-1%	-0.9%	13%	5
O=[N+]([O-])c1ccc(O)c(/C=N/n2c(-c3ccccc3)n[nH]c2=S)c1	-7%	-14%	-2%	-25%	-8%	3%	-1%	22%	-0.9%	5%	-3
CCC(=O)N(Cc1cc2cc(OC)ccc2[nH]c1=O)c1ccccc1C	-1%	45%[activator]	9%	-19%	1%	5%	-8%	4%	1.1%	-8%	5
CC1CCN(c2c([N+](=O)[O-])c(=O)n(-c3ccccc3)c3ccccc23)CC1	0%	-2%	13%	0%	2%	0%	-5%	4%	0.3%	1%	1

# Compound activity deposited in PubChem BioAssay by National Center for Advancing Translational Sciences (NCATS).
